TNF death inh: blocks TNF-alpha induced death of Jurkat FADD-/- cells; Jurkat FADD-/- TNF necroptosis rescue, ATP luminescence, 24 h; 0 = TNF only, 100 = no-TNF cells; activation (protection from cell death), % at 10 µM; 220,000 compounds, 0.068% hits; AID 463075;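 active = activation, meaning protection from cell death, of at least 50% relative to plate controls; inactive = activation below 50%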;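 also: necroptosis triggered by 40 ng/mL TNF-alpha added together with compound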
EP2 modulator: modulators of human EP2 prostaglandin E2 receptor. P43116. EP2-expressing cells, cAMP HTRF FRET, PGE2 co-stimulation. induction, % at 25 µM. 260,000 compounds, 0.83% hits. AID 940;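 active = compounds whose cAMP rise, as percent of the full-agonist control response, exceeds 60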;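 also: rat C6 glioma line stably carrying human EP2 under a CMV promoter; the protocol text gives 20 µM as final concentration; 100% = response of wells given 1 µM PGE2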
Target sequence (P43116 whole entry, looked up): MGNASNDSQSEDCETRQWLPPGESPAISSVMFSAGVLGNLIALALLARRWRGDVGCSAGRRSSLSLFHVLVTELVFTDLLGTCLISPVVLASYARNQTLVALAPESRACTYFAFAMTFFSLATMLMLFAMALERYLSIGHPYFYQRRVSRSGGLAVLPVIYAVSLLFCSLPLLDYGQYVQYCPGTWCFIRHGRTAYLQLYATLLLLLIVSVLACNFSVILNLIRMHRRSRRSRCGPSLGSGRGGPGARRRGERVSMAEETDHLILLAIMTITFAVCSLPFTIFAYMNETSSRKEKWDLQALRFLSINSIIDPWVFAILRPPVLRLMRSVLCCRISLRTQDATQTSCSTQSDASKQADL
PGE2 EP2 inh: inhibitors of human EP2 prostaglandin E2 receptor; C6 glioma cells expressing human EP2, cAMP TR-FRET; cells stimulated with saturating PGE2; 260,000 compounds, 0.52% hits; P43116; inhibition, % at 25 µM; AID 1422;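 active = percent inhibition above 40 after rounding to a whole number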;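 also: rat C6 glioma host cells with rolipram phosphodiesterase inhibitor present; the protocol text gives 20 µM as final concentration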
RBBP9 inhibitor: human RBBP9 hydrolase inhibition | O75884 | recombinant RBBP9, FP-Rh probe fluorescence polarization | inhibition, % at 7.94 µM | 220,000 compounds, 0.2% hits;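 active = inhibition above the campaign mean of all tested compounds plus 3 SD, cut at about 14% in these data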;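 also: plate controls were DMSO wells with RBBP9 for no effect and wells lacking RBBP9 protein for full effect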
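Test system: recombinant human RBBP9; Timing: 30 min then 45 min, 25 °C; Detection: fluorescence polarization; Control set: RBBP9 with DMSO as uninhibited control, no-protein wells as full inhibition; Compound dosing: one concentration, 7.94 µM nominal, 0.794% DMSO; Probe or stimulus: FP-Rh activity-based probe, 375 nM before mixing.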
PERK inhibitor: human PERK inhibition, primary cell-based screen; AID 1416; Q9NZJ5; CHO PERK-DD fusion, SEAP luminescence translation reporter; inhibition, % at 5.6 µM; 220,000 compounds, 0.17% hits;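 active = inhibition above the mean inhibition of all tested compounds plus 3 SD, set separately per screening campaign, cut at about 2.9% in these data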;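 also: PERK kinase domain activated by AP20187 dimerizer at 100 nM; 0% = DMSO with dimerizer and 100% = rapamycin at 8.4 µM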
Hck-Nef inh: human Hck-Nef kinase inhibition; P08631; Recombinant Hck-YEEI plus Nef, Z-Lyte FRET kinase assay; inhibition, % at 20 µM; 220,000 compounds, 0.68% hits; AID 463187;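 active = Hck-Nef kinase inhibition above about 50%, limit read from the data; inactive = inhibition below that limit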;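 also: 0% = DMSO with Hck plus Nef and 100% = Hck alone without Nef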
Runt-CBFb FRET: Runt domain-CBFb interaction inhibition | Q01196+Q13951 | Cerulean-Runt/Venus-CBFb FRET ratio 530/480, 1 h | inhibition, % at 20 µM | 220,000 compounds, 0.46% hits;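 active = inhibition over about 50% at 20 µM in the single-dose screen, limit read from the data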;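 also: 0% = DMSO wells and 100% = excess unlabeled CBFb competitor control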
Target sequence (Q01196 whole entry, looked up, the tested form may be a part): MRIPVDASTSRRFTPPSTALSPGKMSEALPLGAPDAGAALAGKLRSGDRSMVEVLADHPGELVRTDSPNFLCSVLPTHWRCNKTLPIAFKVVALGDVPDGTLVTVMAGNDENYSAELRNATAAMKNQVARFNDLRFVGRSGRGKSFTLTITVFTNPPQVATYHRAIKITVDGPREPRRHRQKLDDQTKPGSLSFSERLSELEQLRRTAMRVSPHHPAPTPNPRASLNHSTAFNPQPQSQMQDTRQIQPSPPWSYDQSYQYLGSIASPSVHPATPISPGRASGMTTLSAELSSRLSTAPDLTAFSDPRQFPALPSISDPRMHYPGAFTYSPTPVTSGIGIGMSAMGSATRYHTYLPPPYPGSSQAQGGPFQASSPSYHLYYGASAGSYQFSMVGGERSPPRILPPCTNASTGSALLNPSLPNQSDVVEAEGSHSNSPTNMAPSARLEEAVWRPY
Target sequence (Q13951 whole entry, looked up, the tested form may be a part): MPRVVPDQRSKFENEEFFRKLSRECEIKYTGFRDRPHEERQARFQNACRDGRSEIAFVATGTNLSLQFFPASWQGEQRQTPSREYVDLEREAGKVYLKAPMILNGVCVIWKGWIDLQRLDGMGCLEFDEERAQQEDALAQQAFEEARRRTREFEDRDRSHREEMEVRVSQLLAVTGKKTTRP
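Assay system: Cerulean-tagged RUNX1 Runt domain (FRET donor) fusion protein / Amount: 100 nM each of Venus-CBFb and Cerulean-Runt domain / Medium: Tris buffer pH 7.5 with salts and BSA / Also added: Venus-CBFb 100 nM / Schedule: 1 h complex formation plus 1 h compound treatment, room temperature / Signal: FRET fluorescence / Read-out: loss of energy transfer signal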
L929 necroptosis: blocks zVAD induced death of L929 cells; viability rescue, % at 10 µM; L929 zVAD necroptosis rescue, ATP luminescence, 24 h; with zVAD 60 µM; 220,000 compounds, 0.38% hits;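 active = activation, scaled between plate controls, above about 75%, limit read from the data; inactive = activation under that limit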;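 also: 0% = zVAD with DMSO and 100% = DMSO alone without zVAD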
Runt-SMMHC FRET: inhibitors of human RUNX1 Runt domain binding to CBFb-SMMHC | 220,000 compounds, 0.74% hits | AID 1434 | Cerulean-Runt/Venus-CBFb-SMMHC FRET ratio 530/480, 1 h | inhibition, % at 20 µM;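 active = mean inhibition across duplicate retests at 20 µM reaching about 50%, limit read from the data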;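 also: 0% = DMSO wells and 100% = wells with excess untagged CBFb-SMMHC; inhibitors lower the FRET ratio by blocking Runt binding to CBFb-SMMHC; some results filed as inactive read as strong as hits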
The depositor's hits bear a star; nt = not tested or not shown; & = joins results of further samples. The list is partial. The share of hits here may be higher or lower than overall.

SMILES	TNF death inh	EP2 modulator	PGE2 EP2 inh	RBBP9 inhibitor	PERK inhibitor	Hck-Nef inh	Runt-CBFb FRET	L929 necroptosis	Runt-SMMHC FRET
O=C(C[N+]12CCC(CC1)C(C(O)(c1ccccc1)c1ccccc1)C2)c1ccc(Br)cc1 (stereo not drawn)	1.4	12	10	2	-0.3	18	-1	-0.3	1
COc1ccc(C(=O)C2CCCN(Cc3ccon3)C2)cc1OC (stereo not drawn)	0.1	9	5	-12	0.7	23	0	4.4	3
CCOC(=O)C1=Nc2ccccc2/C1=C\c1c(O)n(C)c(=O)n(C)c1=O	0.8	-101	15	-6	0.1	35	-2	2.9	3
COc1cc(OC)cc(C2(C#N)CCN(C)CC2)c1	5.0	-2	10	2	0.1	12	2	1.4	-1
COc1cc2c(cc1OC)-c1c(OC)c(OC)cc3c1[C@H](C2)[N+](C)(C)CC3	1.7	32	10	-7	1.6	1	-4	6.1	11
NCCCP(=O)(O)CCc1ccccc1	-0.1	21	-2	0	0.6	1	-2	-0.3	3
CCn1c(O)c(/C=N/NC(=O)c2ccncc2)c(=O)[nH]c1=S	1.6	13	5	-12	-0.2	7	28	0.1	82*
COc1ccc(-n2c(O)c(C(C)=NCc3ccc4c(c3)OCO4)c(=O)[nH]c2=O)cc1	1.4	-5	10	-9	-0.8	13	3	0.7	1
COC(=O)c1ccccc1OP1(=O)COc2ccccc2OC1	-0.1	6	0	2	0.5	-2	1	2.5	1
CC(=O)CC(c1ccccc1[N+](=O)[O-])c1c(O)c2ccccc2oc1=O (stereo not drawn)	-2.1	-7	5	-5	1.7	-14	1	0.5	-2
O=c1[nH]c(=O)n(-c2cccc3ccccc23)c(O)c1/C=N/N1CCCCC1	0.8	-4	4	-2	-0.8	24	-1	0.5	5
CN1Cc2cccnc2N(C)Cc2cc(Cl)ccc21	0.0	55	2	-2	0.7	6	-4	0.3	-1

Taken from above.
Entry for O=C(C[N+]12CCC(CC1)C(C(O)(c1ccccc1)c1ccccc1)C2)c1ccc(Br)cc1 (stereo not drawn) in Runt-CBFb FRET: -1
Entry for COc1ccc(-n2c(O)c(C(C)=NCc3ccc4c(c3)OCO4)c(=O)[nH]c2=O)cc1 in PERK inhibitor: -0.8
Entry for COc1cc(OC)cc(C2(C#N)CCN(C)CC2)c1 in RBBP9 inhibitor: 2
Entry for COc1ccc(C(=O)C2CCCN(Cc3ccon3)C2)cc1OC (stereo not drawn) in Hck-Nef inh: 23
Entry for CCOC(=O)C1=Nc2ccccc2/C1=C\c1c(O)n(C)c(=O)n(C)c1=O in Runt-SMMHC FRET: 3
Entry for O=c1[nH]c(=O)n(-c2cccc3ccccc23)c(O)c1/C=N/N1CCCCC1 in PERK inhibitor: -0.8
Entry for COc1cc2c(cc1OC)-c1c(OC)c(OC)cc3c1[C@H](C2)[N+](C)(C)CC3 in RBBP9 inhibitor: -7

(next part)
SMILES	TNF death inh	EP2 modulator	PGE2 EP2 inh	RBBP9 inhibitor	PERK inhibitor	Hck-Nef inh	Runt-CBFb FRET	L929 necroptosis	Runt-SMMHC FRET
CNC(=O)OCCc1n(C)cc[n+]1C	1.1	10	8	-2	1.4	1	-2	0.4	6
O=c1[nH]c(=S)n(-c2ccccc2)c(O)c1/C=N/N1CCOCC1	-0.5	37	4	3	0.5	3	0	-0.1	0
Cc1c(C=O)c2ccccc2n1Cc1cccc(F)c1	-1.7	33	12	-9	-1.5	3	-3	-0.4	1
C=CCc1cc(C=C2C(=O)NC(=O)NC2=O)cc(OC)c1OCc1ccc(C(=O)O)cc1	1.0	18	11	-8	0.3	27	8	4.5	5
NC(=O)c1c(NC(=O)c2ccc(S(=O)(=O)N(CCCl)CCCl)cc2)sc2c1CCCCC2	0.9	16	5	-6	0.8	7	-69	1.1	-73
Cc1ccc(-n2c(O)c(/C=N/N3CCCCC3c3cccnc3)c(=O)[nH]c2=S)cc1 (stereo not drawn)	0.8	-33	5	0	-0.4	5	4	1.7	6
CCC(=NCCc1ccccc1)c1c(O)n(C)c(=O)n(C)c1=O	-9.4	-12	9	-5	-1.2	7	2	-0.2	0
C/C1=C\[C@@H](C)C/C=C/[C@H]2[C@@H]3O[C@]3(C)[C@@H](C)[C@H]3[C@H](Cc4c[nH]c5ccccc45)NC(=O)[C@]32C(=O)/C=C/C(=O)[C@@H]1O	-13	-32	24	0	1.2	3	5	30	1
Oc1cc2c(cc1O)[C@H]1c3ccccc3CN[C@@H]1CC2	nt	20	11&10	22*	2.0	nt	35	nt	56*
CN1CCN(c2cccc3c2C(=O)c2ccccc2C3=O)CC1	5.3	-17	8	-2	-1.0	4	-12	73	-22
O=[N+]([O-])c1ccc(C2C3C(c4ccccc4)=NC4(CCCC4)N32)cc1 (stereo not drawn)	1.8	26	17	-11	0.3	1	0	-0.3	-1
COC(=O)c1cncn1C(C)c1ccccc1 (stereo not drawn)	-0.2	17	4	-4	0.0	8	0	-0.7	1

Single records, from the list above:
Listed for CN1CCN(c2cccc3c2C(=O)c2ccccc2C3=O)CC1 → TNF death inh = 5.3; EP2 modulator = -17; PGE2 EP2 inh = 8; RBBP9 inhibitor = -2; PERK inhibitor = -1.0; Hck-Nef inh = 4; Runt-CBFb FRET = -12; L929 necroptosis = 73; Runt-SMMHC FRET = -22
Listed for CNC(=O)OCCc1n(C)cc[n+]1C → TNF death inh = 1.1; EP2 modulator = 10; PGE2 EP2 inh = 8; RBBP9 inhibitor = -2; PERK inhibitor = 1.4; Hck-Nef inh = 1; Runt-CBFb FRET = -2; L929 necroptosis = 0.4; Runt-SMMHC FRET = 6

New compounds follow
SMILES	TNF death inh	EP2 modulator	PGE2 EP2 inh	RBBP9 inhibitor	PERK inhibitor	Hck-Nef inh	Runt-CBFb FRET	L929 necroptosis	Runt-SMMHC FRET
CN1CCN(c2c[nH]c(=O)[nH]c2=O)CC1	-0.4	7	16	-5	0.9	1	-2	0.0	-3
N#CC(c1ccccc1)N1CCOCC1 (stereo not drawn)	0.6	4	10	-1	-0.1	7	1	1.3	-1
COc1ccc(NC(c2ccccc2)P(=O)(Oc2ccccc2)Oc2ccccc2)cc1 (stereo not drawn)	4.2	49	6	-8	0.3	1	2	1.0	3
C=CCn1c(O)c(C(C)=NC(C)c2ccccc2)c(=O)[nH]c1=O (stereo not drawn)	-7.4	-2	8	-11	-1.1	-12	1	0.5	0
Clc1ccc(C2N3CCCN23)c(Cl)c1 (stereo not drawn)	-0.9	15	25	-2	1.1	1	2	0.1	2
O=C(COc1ccc2ccccc2c1)N1CCN(Cc2c[nH]c3ccccc23)CC1	-23	-13	12	-3	-0.8	-1	0	0.3	-4
CCc1ccc(N2C(=O)NC(=O)/C(=C/c3ccsc3)C2=O)cc1	0.9	-22	7	-7	1.1	24	8	1.4	9
COC(=O)CC1(Cc2ccccc2)C(=O)NC(=O)NC1=O	-0.5	-4	4	-2	0.6	1	2	-0.1	2
CCOC(=O)/C(CCCN(CC)CC)=N\O	0.8	1	5	-1	0.1	-1	-1	-0.7	8
C=CCn1c(O)c(N=Nc2c(C)n(C)n(-c3ccccc3)c2=O)c(=O)[nH]c1=S	-0.1	7	9	0	0.8	2	-15	0.9	-46
O=C1NC(=O)C(CCc2ccncc2)(CCc2ccccn2)C(=O)N1c1ccc(Br)cc1 (stereo not drawn)	-0.9	6	6	-10	0.5	18	nt	2.0	nt
CN(C)C(=O)Nc1cccc(OC(=O)N(C)C)c1	-1.4	-4	12	-5	0.4	-1	1	-0.4	-3
Cc1cc(OC(=O)c2ccco2)c2c3c(c(=O)oc2c1)CCC3	-1.6	16	0	4	0.7	0	-2	0.3	-5
O=c1[nH]c(O)c(C=Nc2ccccc2[N+](=O)[O-])c(=O)[nH]1	0.4	-20	4	-12	1.1	-5	0	0.6	-1
CN1CCN(c2ncc(C=O)s2)CC1	0.1	5	6	-2	0.7	-15	-2	3.5	-1
COc1cccc(C(=O)C2CCCN(Cc3ccc4nonc4c3)C2)c1 (stereo not drawn)	-0.1	-69	15	5	0.0	18	nt	0.1	nt
CC(=C1C(=O)c2ccccc2C1=O)N1CCN(CCN=Cc2c(O)n(C)c(=O)n(C)c2=O)CC1	-0.4	19	20	-7	0.4	14	-1	0.2	-2
C/C=C1/CC(C)C(C)(O)C(=O)OCC2CCN3CCC(OC1=O)C23 (stereo not drawn)	0.4	-8	12	-12	0.3	13	nt	1.1	nt
O=C(OCCN1CCOCC1)C1(c2ccccc2)CCCC1	-0.5	29	5	-8	-0.2	7	0	1.1	-6
CN(C)c1ccc(/C=C/C=C2/C(=O)NC(=O)N(c3ccccc3)C2=O)cc1	-11	-116	22	-52	0.8	57*	16	-2.3	14
CCCCCc1nc2ccccc2c(=O)n1-c1ccccc1[N+](=O)[O-]	0.3	38	1	-7	-1.1	-2	-4	-0.1	1
COc1ccccc1N1C(=O)NC(=O)/C(=C/c2ccc3c(c2)Cc2ccccc2-3)C1=O	-0.7	-43	11	-6	0.7	23	2	0.9	-11
CC(C)(C)c1nc(N2CCN(C(=O)c3ccco3)CC2)c2nnn(Cc3ccccc3Cl)c2n1	-7.1	23	1	-13	-1.4	0	-9	-0.1	-2
O=C1NC(=O)C2(Cc3ccccc3N3CCCC32)C(=O)N1Cc1ccccc1 (stereo not drawn)	0.5	0	4	-10	0.2	-1	5	1.4	10
CCCn1c(C(=O)c2ccccc2)nc2ccccc21	-0.1	49&46	10&3	12	1.3	29	0	1.3	-2
N#CCCn1cc(C(=O)Nc2ccccc2Br)c(-c2ccc3c(c2)OCCO3)n1	-0.7	8	4	-9	-0.9	0	-1	0.1	14
Cn1c2ccccc2c2cnn(CC(=O)N3CCC4(CC3)OCCO4)c(=O)c21	0.6	21	nt	-10	0.0	3	8	-0.4	3
COC(=O)[C@]12OC[C@]34C([C@@H](O)[C@@H]1O)[C@]1(C)CC(=O)C(O)=C(C)[C@@H]1C[C@H]3OC(=O)[C@H](O)[C@@H]24 (stereo partly drawn)	-14	12	13	nt	nt	30	-2	16	1
COc1ccc(C(=O)C2CCCN(Cc3ccc(C)s3)C2)cc1OC (stereo not drawn)	1.2	-32	6	-1	0.3	3	-3	1.5	3
CC(C)CCNC(=O)c1cc(C(=O)c2cc(Br)ccc2O)cn(CCC(C)C)c1=O	1.4	7	9	-7	1.7	24	0	6.1	2

From PubChem
